GAA glycogen mod – inhibitors or activators of human alpha-glucosidase glycogen cleavage | Potency, µM (doses to about 76.4 µM), inactives show top-dose activity change, negative = inhibition, usual class: inhibitors | AID 2100 | 0.38% of 300,000 active | recombinant GAA, glycogen substrate, Amplex Red glucose oxidase fluorescence | P10253;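 further: 0% = full enzyme reaction and -100% = no-enzyme basal signal; the screen sought inhibitors and activators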
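Recombinant human enzyme (4 nM); glycogen substrate; 37 C, 40 min, pH 5.0. Readout: coupled glucose oxidase/Amplex Red fluorescence.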
IMPase Li inh – cell-permeable IMPase inhibitors with lithium potentiation; AID 1457; CHO-M1 cells, IP1 TR-FRET (IP-One), carbachol + lithium; 0.35% of 210,000 active; Potency, µM (series often up to 59.4 µM), for inactives: at the highest dose activity, negative = IMPase inhibition, hits mostly inhibitors;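 further: IP1 builds up when IMPase is blocked and the TR-FRET signal falls; plate controls were basal vehicle for no effect and high inhibitor control for full effect; nearly all actives have a fitted effect of over 50% in size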
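Readout is a homogeneous TR-FRET IP1 immunoassay (Ex 320, Em 665 and 620), where raised cytosolic IP1 lowers signal. Cells were CHO-M1 treated 30 min at 37C with test compounds plus a little lithium; AC50 values came from Hill-equation fitting.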
GAA inh – blocks human lysosomal alpha-glucosidase. Potency, µM (titrated, usually from 76.9 µM), for the others: at the highest dose activity change, negative = inhibition, hits mostly inhibitors. P10253. 0.005% of 200,000 active. purified human GAA, 4-MU-alpha-glucoside fluorescence. AID 1466;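 further: plate controls were uninhibited enzyme wells for no effect and no-enzyme background for full effect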
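AC50 values come from Hill fits of compound titrations (up to 77 uM) against 4 nM human enzyme. Substrate 4-methylumbelliferyl-alpha-D-pyranoside at 400 uM, pH 5.0 citrate buffer, 20 min room temperature; fluorescence Ex 365/Em 440 after alkaline stop.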
HTT ATP protect – protects HTT-Q103 PC12 cells, measured by ATP; Potency, µM (series often up to 56.4 µM), for inactives: cytoprotection (ATP increase), most hits filed as activators; PC12 HTT-Q103 induced, cytoprotection, ATP luminescence, 40 h; 0.14% of 230,000 active;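 further: % of control where 0% means no effect; nearly all actives have a fitted effect of over 45% in size; toxic huntingtin expression switched on by the ecdysone agonist tebufenozide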
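Rat PC12, Q103 Htt exon1-GFP fusion, ecdysone promoter; tebufenozide inducer 100 nM final; compound titration; qHTS, 1500 cells/well; ATPlite luminescent read.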
GoLoco inh red – RGS12 GoLoco-Gai1 interaction inhibition; Gai1:RGS12 GoLoco peptide FP, rhodamine, 10 min; Potency, µM (doses to about 61.6 µM), inactives show at the highest dose activity, negative = inhibition, usual class: inhibitors; 0.44% of 230,000 active; P63096; active means well fitted inhibition curve with a large enough effect, not every such curve was filed as active; inactive means no such curve, though single readings can be large or run the other way; further: on the % scale 0 is the no-effect control and ±100 the full control effect; nearly all actives have a fitted effect of over 30% in size; many of its hits are not listed in these tables
Target sequence (P63096 whole entry, looked up): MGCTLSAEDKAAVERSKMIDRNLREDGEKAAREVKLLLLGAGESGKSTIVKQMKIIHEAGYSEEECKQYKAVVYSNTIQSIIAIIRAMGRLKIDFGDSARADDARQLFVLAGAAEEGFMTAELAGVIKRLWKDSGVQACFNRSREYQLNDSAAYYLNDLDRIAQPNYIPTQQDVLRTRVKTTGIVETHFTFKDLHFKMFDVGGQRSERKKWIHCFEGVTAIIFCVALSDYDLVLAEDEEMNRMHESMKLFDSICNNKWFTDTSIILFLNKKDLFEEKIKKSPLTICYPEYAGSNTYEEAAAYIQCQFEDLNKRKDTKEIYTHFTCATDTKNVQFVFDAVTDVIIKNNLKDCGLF
HTT aggregate – mutant huntingtin aggregation inhibition. PC12 HttQ103-GFP aggregates, Acumen cytometry, 40 h. Potency, µM (top dose mostly 46.1 µM), for inactives: top-dose activity change, negative = inhibition, hits mostly inhibitors. 1.1% of 220,000 active. AID 1688; further: on the % scale 0 is the no-effect control and ±100 the full control effect; nearly all actives have a fitted effect of over 60% in size
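Inducible Q103 Huntingtin exon 1–GFP PC12 line, 1500 cells/well in phenol red free DMEM with 5% equine and 5% calf serum. Tebufenozide 100 nM induced expression; compounds titrated; aggregates quantified by cytometry.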
aGlu spleen mod – inhibits or activates alpha-glucosidase in human spleen homogenate; human spleen homogenate, 4-MU-alpha-glucoside fluorescence; Potency, µM (top dose mostly 79.9 µM), for the others: at the highest dose activity change, negative = inhibition, actives largely listed as inhibitors; 0.006% of 240,000 active; AID 2112;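 further: 0% = enzyme with vehicle and -100% = no enzyme basal signal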
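Compounds were titrated against alpha-glucosidase in spleen homogenate at pH 5.0, with 1 mM 4-methylumbelliferyl substrate for 40 min at 37 C. Reactions were quenched with pH 10 NaOH/glycine and fluorescence measured.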
An asterisk follows results filed as active; u = inconclusive; x = not tested or not shown; & = joins results of further samples; [ ] = remark or other dose. Unless noted, the call rests on the fitted dose curve; in most records, active means well fitted curve in the direction sought with a large enough effect; inconclusive means small, poorly fitted or top-dose-only effect, or another doubt; inactive means no such curve, though single readings can be large; an effect the other way counts as inactive or inconclusive. Potency means the concentration at half of the fitted maximal effect.

Every second line gives: GAA glycogen mod	IMPase Li inh	GAA inh	HTT ATP protect	GoLoco inh red	HTT aggregate	aGlu spleen mod
O=C(NCc1ccccc1)C12CC3CC(CC(Cl)(C3)C1)C2
  6%	x	x	29%[10 µM]	5%	15%[9.22 µM]	-4%
COCCNC(=O)c1ccccc1NC(=O)Nc1ccccc1
  0%	-1%	8%	1%[10 µM]	3%	4%[9.22 µM]	5%
O=C(NN1C(=O)C2CC=C(Cl)CC2C1=O)c1ccncc1 (stereo not drawn)
  8%	-1%	u	3%[10 µM]	3%	3%[9.22 µM]	0%
Clc1ccc(CSc2nnc(-c3c[nH]c4ccccc34)o2)cc1
  -13%	27%[38.3 µM]	-2%	-15%	3%	-9%	3%
Cc1ccc(-c2nn(Cc3ccccc3)cc2/C=C/C(=O)O)cc1C
  12%	17%[38.3 µM]	3%	-4%[10 µM]	5%	0%	-18%
Cc1cc(NC(=O)COC(=O)COc2ccc(C(=O)c3ccccc3)cc2)no1
  2%	2%[38.3 µM]	-3%	-8%[10 µM]	5%	18%	5%
C[C@@H](C(=O)Nc1ccc2ccccc2c1)[C@H]1C[C@]1(C)[C@H](NS(=O)(=O)c1ccc(-c2ccccc2)cc1)c1ccccc1
  -1%	3%&0%	-1%[15.4 µM]	-2%	10%&3%	1%	-10%&1%
CCCC(=O)Nc1ccc(N2CCN(C(=O)c3ccccc3C)CC2)cc1
  -9%	-10%[38.3 µM]	-7%	1%	-2%	u	-9%
N#C/C(=C\c1cn(CCOc2ccccc2)c2ccccc12)C(=O)NCC1CCCO1 (stereo not drawn)
  -6%	3%	u	-11%[10 µM]	-2%	-31%	-4%
Cc1ccccc1/C=C/C(=O)N1CCOCC1
  -6%	6%	9%	21%[10 µM]	-4%	14%[9.22 µM]	0%
Cc1nnc2n1N=CC=C(c1ccccc1)S2
  -5%	11%[38.3 µM]	10%	16µM*	2%	x	-2%
CCN(CC)S(=O)(=O)c1cccc(C(=O)OCC(=O)c2ccc3c(c2)OCCO3)c1
  9%	8%	-8%	12%[10 µM]	34%[activator]	1%	-6%
NC(=O)CSc1nnc(Cc2cccs2)n1C1CCCCC1
  -1%	-3%[38.3 µM]	1%	1%	4%	3%[9.22 µM]	-14%
CCCOc1ccc(C(C)=O)cc1CSc1nc(O)cc(=O)[nH]1
  14%	16%[38.3 µM]	-5%	-9%[10 µM]	22%	u	-4%
CN(C)c1ccc(P(=O)(OC2CCCCC2)C(Nc2ccccc2)c2cccnc2)cc1 (stereo not drawn)
  0%	x	x	29%[10 µM]	5%	0%[9.22 µM]	-1%
CCOC(=O)c1c(C)[nH]c(C)c1C(=O)COC(=O)[C@@H]1CCCN1S(=O)(=O)c1ccc(Cl)cc1
  -5%	-6%[38.3 µM]	-18%	-16%	8%	3%[9.22 µM]	-6%
COc1ccc(CNC(=O)c2coc(=O)c3ccccc23)c(OC)c1
  6%	4%	1%	-23%	0%	-14%	1%
CCOc1ccc(C(=O)CN2CCN(S(=O)(=O)c3ccc(F)cc3)CC2)cc1
  u	1%[38.3 µM]	-5%	18%	-4%	-3%	4%
CC1(C)CC[C@]2(C(=O)O)CC[C@@]3(C)C(=CCC4[C@@]5(C)CCC(O)[C@@](C)(CO)C5CC[C@@]43C)C2C1 (stereo partly drawn)
  x	1%	x	x	6%	x	-12%
COc1ccc2c(CC(=O)NCCN3C(=O)S/C(=C\c4cccnc4)C3=O)coc2c1
  8%	5%	5%	2%	69%[activator]	9%	-2%
Cc1nn(-c2ccccc2)c(Cl)c1C(=O)OC(C)C(=O)NC(=O)NC1CCCCC1 (stereo not drawn)
  23%	-6%[38.3 µM]	u	-56%[inhibitor]	-2%	11µM*	2%
Cc1ccc(-c2nc(CS(=O)CC(=O)NCc3ccc(Cl)cc3)c(C)o2)cc1 (stereo not drawn)
  8%	-21%[38.3 µM]	-5%	-9%	19%	-1%	0%
CC1CCc2nc3ccccc3c(C(=O)OCC(=O)N3CCc4ccccc43)c2C1 (stereo not drawn)
  -10%	17%	3%	x	13%	-11%	8%
CNc1cc(-n2nc(C)cc2-c2ccccc2)ncn1
  9%	-7%[38.3 µM]	1%	-13%	-21%	2%	-1%
Cc1ccc(-c2cc(C(=O)Nc3cnn(C(C)C)c3)no2)cc1
  7%	x	-22%	-31%	x	u	-3%
O=C(NC1CCCCC1)C(c1cccs1)N(C(=O)Cc1c[nH]c2ccccc12)c1ccc(F)cc1 (stereo not drawn)
  -12%	10%[38.3 µM]	-5%	-88%[inhibitor]	-2%	u	-3%
Cc1ccccc1C(=O)NC(=S)NCCc1ccccc1
  -6%	6%	-7%	1%[10 µM]	4%	6%	1%
COc1ccc(CCCO[C@@H](Cn2ccnc2)c2ccc(OC)cc2)cc1
  x	23%	x	-11%	-6%	x	11%
CCOc1cc2[nH]c(=S)n(Cc3ccc(C(=O)NCC(OC)OC)cc3)c(=O)c2cc1OCC
  -3%	-1%[38.3 µM]	2%	16%	5%	7%	-6%
C(=C\c1nnc(-c2cccs2)o1)/c1ccccc1
  -8%	4%[38.3 µM]	11%	-23%	-6%	19%	-9%
O=C(O)c1csc(-c2ccccc2)n1
  4%	x	x	1%[10 µM]	-16%	15%[9.22 µM]	5%
CN(Cc1cccnc1)Cc1cn(Cc2ccccc2)nc1-c1ccc2c(c1)OCO2
  -13%	11%	5%	-3%[10 µM]	-4%	2%[9.22 µM]	-2%
COCCn1c(C)cc(C(=O)COC(=O)CNC(=O)c2ccccc2)c1C
  -3%	0%	7%	21%[10 µM]	2%	6%	8%
O=C(NC1CCCCCCC1)c1c(O)c2ccccc2[nH]c1=O
  0%	0%[38.3 µM]	-2%	-22%	3%	-12%	-10%
CC(=O)Nc1cc(NC(=O)C2C3C=CC(C3)C2C(=O)O)ccc1Cl (stereo not drawn)
  5%	-4%	2%	-11%[10 µM]	3%	-11%	1%
O=C(O)c1ccc(Nc2nc3c(s2)CCCC3)cc1
  u	-8%	0%	-41%[inhibitor]	9%	15%[9.22 µM]	1%
CCOC(=O)C1Cn2c(nc3c(c2=O)C(C)(C)Cc2ccccc2-3)S1 (stereo not drawn)
  -8%	-12%[38.3 µM]	u	-20%	-5%	-6%	-8%
COc1ccc(S(=O)(=O)Nc2ccc(N3CCOCC3)cc2)cc1[N+](=O)[O-]
  6%	2%	-7%	-13%	1%	-22%	5%
Cc1noc(C)c1-c1cc(Nc2ccc(F)cc2)ncn1
  x	2%	x	-7%	1%	x	14%
Cc1cccc(C)c1N1CCN(C(=O)Cn2cncn2)CC1
  -8%	6%	2%	-6%	-9%	17%	-4%

Screening data deposited in PubChem BioAssay by National Center for Advancing Translational Sciences (NCATS).

Some of the compounds tested (hit frequency here may not be typical).
